# Source: PubChem
# MITF inh: blocks human microphthalmia-associated transcription factor; O75030; AlphaScreen MITF homodimerization, bead proximity signal; inhibition, % at 2.6 µM; 650,000 tested, 0.91% active; AID 1259374; in the data active = inhibition above about 50%;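 also: 0% = vehicle wells with protein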
# Target sequence (O75030 whole entry, looked up): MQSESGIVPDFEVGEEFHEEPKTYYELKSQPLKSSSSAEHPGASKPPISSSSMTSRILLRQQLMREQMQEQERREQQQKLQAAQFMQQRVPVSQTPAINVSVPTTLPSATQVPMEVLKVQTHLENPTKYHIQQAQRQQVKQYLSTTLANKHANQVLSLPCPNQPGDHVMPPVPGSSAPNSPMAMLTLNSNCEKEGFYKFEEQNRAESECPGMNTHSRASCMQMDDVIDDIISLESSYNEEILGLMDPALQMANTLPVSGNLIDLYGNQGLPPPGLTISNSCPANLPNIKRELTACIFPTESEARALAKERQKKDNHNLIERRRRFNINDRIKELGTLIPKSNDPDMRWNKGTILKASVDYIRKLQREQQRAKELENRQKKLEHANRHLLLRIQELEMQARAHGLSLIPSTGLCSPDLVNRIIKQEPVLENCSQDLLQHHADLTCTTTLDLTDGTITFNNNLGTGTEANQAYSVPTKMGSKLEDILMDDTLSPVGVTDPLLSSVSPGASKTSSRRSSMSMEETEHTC
# FBW7 act: activators of human E3 ligase FBW7. Q969H0. AlphaScreen FBW7–phospho-cyclin E peptide binding, activator screen. normalized activity (activation), % at 26.1 µM. 650,000 tested, 0.13% active; in the data active = normalized activity above about 1.9%;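 also: purified mutant Fbw7 with reduced substrate affinity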
# TEAD-YAP inh: TEAD-YAP interaction inhibition | HEK-TIYL cells, TEAD-Gal4/YAP UAS-luciferase luminescence | inhibition, % at 9.12 µM | 640,000 tested, 1.4% active | AID 1259422; in the data active = inhibition above about 32%;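 also: 0% = median of test compound wells and 100% = reference inhibitor wells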
# GPR151 ag: activators of human GPR151; Q8TDV0; PathHunter beta-arrestin GPR151 cells, luminescence; activation, % at 11.2 µM; 650,000 tested, 1% active; AID 1508602; in the data active = activation above about 4.9%;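 also: 0% = median of compound wells and 100% = cells with positive control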
# Target sequence (Q8TDV0 whole entry, looked up): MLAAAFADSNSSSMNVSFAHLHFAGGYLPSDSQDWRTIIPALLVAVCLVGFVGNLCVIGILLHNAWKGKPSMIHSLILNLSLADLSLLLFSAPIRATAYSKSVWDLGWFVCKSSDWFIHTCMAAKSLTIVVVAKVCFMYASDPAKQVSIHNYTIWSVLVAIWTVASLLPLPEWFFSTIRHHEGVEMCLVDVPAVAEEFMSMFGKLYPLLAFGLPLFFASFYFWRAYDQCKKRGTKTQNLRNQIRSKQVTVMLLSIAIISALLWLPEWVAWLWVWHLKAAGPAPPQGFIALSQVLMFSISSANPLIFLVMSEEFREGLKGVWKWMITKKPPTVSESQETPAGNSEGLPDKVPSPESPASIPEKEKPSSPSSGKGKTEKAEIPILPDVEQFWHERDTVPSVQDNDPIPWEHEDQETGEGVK
# Starred values were filed as active, the others as inactive; . = not tested or not shown; & = joins results of further samples.
SMILES,MITF inh,FBW7 act,TEAD-YAP inh,GPR151 ag
Cc1cccc(N2CCN(CN3C(=O)C4(OCCCO4)c4ccccc43)CC2C)c1 (centres undefined),5,0.0,2,-0.6
O=C1CCN(Cc2cccnc2)CCN1Cc1ccc(F)cc1Cl,13,0.3,8,0.6
COCCCNC(=O)c1ccc2c(c1)NC(=O)/C(=C\c1ccc(OC)cc1)S2,-1,-0.1,6,7.2*
COc1ccc(NC(=O)c2cccc(S(=O)(=O)Nc3ccc(C(=O)O)cc3)c2)cc1,-2,0.1,-5,4.2
COc1ccc(/C=C2\SC(N3CCOCC3)=NC2=O)cc1O,5,-1.1,6,-0.7
Cc1cc(C)nc(Nc2ccccc2Cl)n1,21,0.4,-12,0.1
COc1cccc(CNC(=O)CCSCc2cccc(Cl)c2)c1,4,0.1,-10,0.7
CCOC(=O)C(=O)Nc1nc(-c2ccc3c(c2)CC(C)N3C(=O)C2CC2)cs1 (centres undefined),0,0.4,2,2.9
Cc1nnc(SCC(=O)Nc2ccccc2C(F)(F)F)s1,7,-0.2,2,2.0
CC(=O)NS(=O)(=O)c1ccc(NC(=O)c2ccc(C)c(C)c2)cc1,4,-0.1,-9,3.6
CCOC(=O)c1c(NC(=O)c2ccc(S(=O)(=O)N3CC(C)CC(C)C3)cc2)sc2c1CCN(CC)C2 (centres undefined),15,0.2,8,-1.1
CC1=C(C(=O)OCC2CCCO2)C(c2ccccc2F)C2=C(CC(c3cccs3)CC2=O)N1 (centres undefined),2,0.0,29,2.7
Nc1nnc(/C=C/c2ccc3c(c2)OCO3)s1,20,0.6,-20,-1.9
CCOCCCNC(=S)N(CCN(C)C)Cc1cc2cc3c(cc2[nH]c1=O)OCCO3,-15,0.0,-9,-0.5
CN(Cc1nc(-c2ccncc2)no1)C(=O)CC1C(=O)NCCN1Cc1cccc(F)c1 (centres undefined),13,0.2,9,0.3
C=CCOc1ccc(/C=N/NC(=O)C(=O)Nc2cccc(Br)c2)cc1,1,0.2,8,0.1
COc1ccc(S(=O)(=O)N2CC3c4ccccc4CCN3C2c2ccccc2)c2cccnc12 (centres undefined),-2,-0.1,-1,-0.3
CCOC(=O)C1=C(C)NC2=C(C(=O)C(C(=O)OCC)C(c3ccc(OC)cc3)C2)C1c1ccc([N+](=O)[O-])cc1 (centres undefined),2,-0.2,-3,-0.1
CC(C)CCNC(=O)c1cccc2ccccc12,1,0.1,0,-1.0
COc1ccc(CC(=O)N(Cc2nc(-c3ccc(OC)cc3)no2)C(C)C)cc1,-2,-0.1,-6,-0.1
CC(=O)Nc1ccc(NC2SC(=O)NC2=O)cc1 (centres undefined),14,0.0,6,-0.5
COc1cc(-c2nnc(CSc3nnc(N)s3)o2)cc(OC)c1OC,7,0.0,-7,0.3
Cc1cc(=O)[nH]c2c1c(=O)[nH]n2C1CCCCC1,-13,-0.2,-1,-1.3
CCCCSC1=C(C#N)C(c2ccccc2OCC)C(C#N)C(=O)N1 (centres undefined),-1,-0.1,1,0.6
CCOC(=O)c1c(NC(=O)COC(=O)C(C)c2c(F)c(F)cc(F)c2F)sc2c1CCCC2 (centres undefined),-4,0.1,8,1.7

# Of the compounds above, these have an NH in an aromatic ring:
SMILES,MITF inh,FBW7 act,TEAD-YAP inh,GPR151 ag
CCOCCCNC(=S)N(CCN(C)C)Cc1cc2cc3c(cc2[nH]c1=O)OCCO3,-15,0.0,-9,-0.5
Cc1cc(=O)[nH]c2c1c(=O)[nH]n2C1CCCCC1,-13,-0.2,-1,-1.3

# (more compounds)
SMILES,MITF inh,FBW7 act,TEAD-YAP inh,GPR151 ag
CN(C(=O)Cc1c[nH]c2ccccc12)C(C(=O)Nc1ccc2c(c1)OCO2)c1ccccc1 (centres undefined),4,0.2,1,2.2
O=C(NCC1CCCO1)c1ccc(NC(=O)c2ccc(Br)cc2)cc1 (centres undefined),-19,-0.1,-18,1.0
NC(=O)c1c(NC(=O)CSc2nnc(C3CC3)n2-c2ccccc2)sc2c1CCC2,5,-0.1,8,0.1
CC(C)NC(=O)Cn1nc(-c2ccc3c(c2)OCCO3)ccc1=O,-1,-0.1,-5,0.2
CCCC(=O)N1CCN(CCN=CC2=C(O)CC(c3ccccc3)CC2=O)CC1 (centres undefined),3&12,0.1&0.2,6&6,0.5&-2.0
FC(F)(F)c1ccc(Cn2cnc3c(NCCOc4ccccc4)nc(Nc4ccncn4)nc32)cc1,8,0.3,8,-1.5
Cc1nc2c3c4c(sc3ncn2n1)CCC4,8,-0.2,-4,-1.6
N#C/C(C(=O)NCC1CCCO1)=c1/s/c(=C\c2cccs2)c(=O)n1-c1ccccc1 (centres undefined),6,0.0,-7,0.7
C/C(=N\NC(=O)CCC(=O)Nc1ccc(I)cc1)c1ccc(C)cc1,17,0.1,-3,-0.2
COc1ccc(CCNC(=O)Nc2ccc(F)cc2F)cc1,1,0.2,-1,0.2
O=C(CN1C(=O)c2ccccc2C1=O)Nc1nc(-c2ccc(Cl)cc2Cl)cs1,14,0.1,-2,0.7
COc1cccc(N2C(=O)CC(NCCc3ccc(S(N)(=O)=O)cc3)C2=O)c1 (centres undefined),-4,0.1,-2,-0.4
O=C1CC(N2CCN(C(c3ccccc3)c3ccccc3)CC2)C(=O)N1c1cccc(Cl)c1 (centres undefined),6,0.1,0,0.3
O=C(CSc1nnc2n(Cc3ccccc3)c3ccccc3n12)Nc1nccs1,9,0.3,4,1.1
CCOC(=O)C(=CNc1ccc(Cl)cn1)C(=O)OCC,8&10,0.0&0.7,2&6,1.7&0.1
COc1ccc(SCCC(=O)Nc2nc3ccc(F)cc3s2)cc1,26,1.4,-15,-2.1
CC1(C)NC(=O)N(CCOCCSc2ccccc2)C1=O,-6,-0.3,-13,-0.9
CN1CCN(NC(=S)NCc2ccc(F)cc2)CC1,9,-0.1,-2,0.4
COc1ccc(C(=O)NCC2(c3ccc(OC)c(OC)c3)CCCC2)cc1,5,0.1,-11,-0.2
CCC(C)NC(=O)C1c2cc(OC)c(OC)cc2C(=O)N2CCc3ccccc3C12 (centres undefined),-7,0.1,-11,0.9
O=C(NN(c1ccccc1)c1ccccc1)c1ccccc1Cl,-13,0.6,6,0.9
Nc1cccnc1Br,11,0.5,-2,-0.7
CC1=C(C(=O)OC2CCCC2)C(c2ccc([N+](=O)[O-])cc2)NC(=O)N1 (centres undefined),-6,0.0,-9,2.3
CCCNC(=O)c1csc(N2CCOCC2)n1,-4,0.1,-6,0.6
Cc1cc(=O)[nH]c(SCC(N)=O)c1C#N,-8,-0.2,10,-1.3

# Full records, quoted from the list. Order of values: MITF inh, FBW7 act, TEAD-YAP inh, GPR151 ag
# O=C(NCC1CCCO1)c1ccc(NC(=O)c2ccc(Br)cc2)cc1 (centres undefined) is entered as -19, -0.1, -18, 1.0
# CCOC(=O)c1c(NC(=O)COC(=O)C(C)c2c(F)c(F)cc(F)c2F)sc2c1CCCC2 (centres undefined) is entered as -4, 0.1, 8, 1.7
# Cc1cc(C)nc(Nc2ccccc2Cl)n1 is entered as 21, 0.4, -12, 0.1
# O=C(NN(c1ccccc1)c1ccccc1)c1ccccc1Cl is entered as -13, 0.6, 6, 0.9

# Other compounds.
SMILES,MITF inh,FBW7 act,TEAD-YAP inh,GPR151 ag
COCCOC(=O)C1=C(C)NC(=O)NC1c1ccc(Br)s1 (centres undefined),6,-0.1,-7,0.0
CCOC(=O)c1c(NC(C)=O)sc(C)c1CC,8,0.0,7,1.2
CC1CCc2nn(CC(=O)NCCCN3CCCCC3C)cc2C1 (centres undefined),11,0.1,2,0.0
CCC(=O)N1c2ccccc2-c2nnc(SC)nc2OC1c1cc(Cl)c(OC)c(OC)c1 (centres undefined),-10,-0.1,-8,-0.1
CC1CCCN(C(=O)CSc2nnc3n(CC(=O)NC(C)C)c4ccccc4n23)C1 (centres undefined),7,0.6,-5,1.0
CCCCOc1ccc(S(=O)(=O)Nc2cc(C)ccn2)cc1,11,0.1,3,0.3
CCn1c(=NC(C)=O)sc2cc(C)ccc21,3,0.6,0,1.4
CCNC(=O)c1cc2c(=O)n3ccccc3nc2n1C,1,1.6,-59,0.6
CCc1cc(=O)[nH]c(NC2CCN(C(=O)C3(c4ccc(OC)cc4)CC3)CC2)n1,11,0.1,1,0.1
CSc1ccccc1C(=O)NCCSC(C)(C)C,15,0.3,15,0.5
CCN1CCN(CC(=O)Nc2cccc(F)c2)C(=O)C1=O,-6,-0.2,-2,0.6
C=Cn1c(C(=O)O)ccc1-c1ccccc1,19,0.0,3,-1.1
CCN(CC)c1ccc(NC(=O)C2Cc3ccccc3CN2S(=O)(=O)c2ccc(F)cc2)cc1 (centres undefined),13,-0.3,-10,0.5
CCn1ccnc1[C@@H]1C[C@H]2CN(C3Cc4ccccc4C3)C(=O)[C@]23CCCN13,16,0.3,11,0.3
CCn1cc(-c2nnc(SCC(=O)c3ccccc3)n2C)ccc1=O,5,0.2,-1,1.5
O=C(Cc1ccccc1)N1CCc2ccccc2C1,5,0.7,-4,-0.6
CCc1ccc(NC(=O)COc2ccc(C(C)(C)C)cc2)cc1,-9,0.5,6,-1.0
CCCN(CCC)C(=O)c1ccc2c(c1)C(=O)N(CCC1=CCCCC1)C2=O,-31,-0.1,4,0.2
Cc1c(Cl)cccc1NC(=O)Nc1ccn(C)n1,14,0.1,-1,0.8
N#CC1=C(N)n2ncc(C#N)c2NC1c1ccccc1 (centres undefined),-11,-0.2,2,-0.7
O=C(/C=N/NC(=S)NCc1ccccc1)c1ccccc1,19,-0.4,-32,2.2
CC(=O)c1cccc(NC(=O)CC2S/C(=N\N=C(/C)C(C)(C)C)NC2=O)c1 (centres undefined),2,-0.1,3,0.5
CC(C)CC(=O)Nc1cccc(NC(=O)c2ccccc2Cl)c1,3,0.1,3,1.4
COc1ccc(S(=O)(=O)N(CC(=O)Nc2ccccc2C)Cc2ccccc2)cc1,1,-0.1,9,0.5
Oc1ccc2ccccc2c1Cc1c(O)ccc2ccccc12,1,0.1,1,0.4
# The list continues.
SMILES,MITF inh,FBW7 act,TEAD-YAP inh,GPR151 ag
CC1C=CCC2C(=O)N(c3cccc(C(=O)OCC(=O)c4ccc(Br)cc4)c3)C(=O)C12 (centres undefined),6,0.2,-4,1.9
Cc1ccc2c(c1)C(=O)C1(O)CCN(c3ccccc3)C1=N2 (centres undefined),-9&20,0.0,.,3.3&-1.1
Cc1ccc(-c2ccc(OCCNS(=O)(=O)c3cccc(F)c3)nn2)cc1,-7,-0.2,7,2.3
COCCn1cnc2c1c(=O)n(CC(=O)NN)c(=O)n2Cc1ccccc1,8,0.0,-6,1.7
Cc1ccc2c(c1)NC(=O)C(Cl)(C(F)(F)F)O2 (centres undefined),-12,0.0,-7,3.3
O=C(CCc1ccccc1)N1CCN(c2ccccc2F)CC1,-22,0.1,11,-0.7
O=C(Nc1ccc(Br)cc1C(=O)O)c1ccc(Cl)c([N+](=O)[O-])c1,3,0.0,-15,-2.0
O=C(CN1CCC(N2CCCCC2)CC1)Nc1ccccc1N1CCOCC1,12,0.1,1,0.6
Nc1nonc1-c1nc2ccccc2n1Cc1ccc(Cl)c(Cl)c1,1,-0.2,-2,0.3
COC(=O)c1cc(NC(=O)c2ccc(-c3ccc(Cl)cc3Cl)o2)cc(C(=O)OC)c1,-11,-0.1,-1,-0.6
CCSc1nnc(NC(=O)CSc2cccc3cccnc23)s1,-2,-0.2,3,-0.5
Cc1ccccc1Cn1ccn(Cc2ccccc2)c(=O)c1=O,13,0.7,-10,-2.5
COc1cccc(OCCOc2ccc(/C=N/n3cnnc3)cc2)c1,-1,0.0,-1,0.1
COc1cc(CN2CCN(c3nccn3C)CC2)cc(OC)c1,9,0.1,4,0.7
COCCCN1C(=O)C2C(C(=O)Nc3cc(Cl)cc(Cl)c3)C3C=CC2(O3)C1C(=O)NC1CCCC(C)C1C (centres undefined),-4,0.0,3,0.5
CCCOC(=O)C1=C(C)NC2=C(C(=O)CCC2)C1c1cc(Br)c(O)c(OCC)c1 (centres undefined),13,0.2,-3,-0.5
C=CCOc1ccc(/C(O)=C2/C(=O)C(=O)N(CCCN(C)C)C2c2ccc(C)cc2)c(C)c1 (centres undefined),-4,-0.5,7,-0.8
CC(=O)Oc1ccc(C2C(C#N)=C(C)NC3=C2C(=O)CC(c2ccccc2)C3)cc1 (centres undefined),13,0.0,6,0.6
CN(C)CCNc1ccc2ncc(-c3cccc(C(N)=O)c3)n2n1,-19,-0.4,-4,-0.1
CC(=O)Nc1ccc2c(COC(=O)c3ccc(-n4cnnn4)cc3)cc(=O)oc2c1,9,0.9,3,2.3
COCCCNC(=O)CSc1ccccc1,-1,0.0,1,-0.1
N=c1n(Cc2ccc(Cl)cc2)c2ccccc2n1CC(O)c1ccco1 (centres undefined),5,-0.1,-2,-0.7
CCCCC(=O)Nc1nnc(S(=O)(=O)N(CC(C)C)c2ccc(C)cc2)s1,-11,-0.2,4,-0.6
O=C(Nc1ccc2c(c1)OCO2)c1cnc(N2CCN(c3ccccn3)CC2)c2ccccc12,4,0.2,26,-0.1
CCn1c(SCC(=O)Nc2ccccc2C#N)nnc1-c1ccc(Cl)cc1,6,0.7,7,-1.1
COc1ccc(C2C(C(=O)N3CCCCC3)c3ccccc3C(=O)N2C2CCCCC2)cc1 (centres undefined),25,0.1,-1,0.0

# Random excerpt: 3 compounds from above
SMILES,MITF inh,FBW7 act,TEAD-YAP inh,GPR151 ag
O=C(Nc1ccc2c(c1)OCO2)c1cnc(N2CCN(c3ccccn3)CC2)c2ccccc12,4,0.2,26,-0.1
C=CCOc1ccc(/C(O)=C2/C(=O)C(=O)N(CCCN(C)C)C2c2ccc(C)cc2)c(C)c1 (centres undefined),-4,-0.5,7,-0.8
O=C(CCc1ccccc1)N1CCN(c2ccccc2F)CC1,-22,0.1,11,-0.7

# Compounds as they come, and some 3.4% of all compounds hit somewhere here.
